# CSN inh = inhibitors of CSN-mediated cullin deneddylation, primary screen, biochemical, fluorescence polarization, uHTS | COP9 signalosome complex subunit 5 (Homo sapiens), Q92905 | Purified CSN, SCF-Nedd8-OG deneddylation | inhibition, % at 12.5 µM | actives 0.38% (n = 360,000) | AID 651999, 2013;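 active = pattern-corrected inhibition above about 35%, with an unprinted fluorescence ratio check between 0.5 and 1.5, limit read from the data, passing the limit was not always enough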;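 also: 0% = enzyme with substrate and 100% = substrate without enzyme; some results filed as inactive read as strong as hits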
# Target sequence (Q92905 whole entry, looked up, one chain of several): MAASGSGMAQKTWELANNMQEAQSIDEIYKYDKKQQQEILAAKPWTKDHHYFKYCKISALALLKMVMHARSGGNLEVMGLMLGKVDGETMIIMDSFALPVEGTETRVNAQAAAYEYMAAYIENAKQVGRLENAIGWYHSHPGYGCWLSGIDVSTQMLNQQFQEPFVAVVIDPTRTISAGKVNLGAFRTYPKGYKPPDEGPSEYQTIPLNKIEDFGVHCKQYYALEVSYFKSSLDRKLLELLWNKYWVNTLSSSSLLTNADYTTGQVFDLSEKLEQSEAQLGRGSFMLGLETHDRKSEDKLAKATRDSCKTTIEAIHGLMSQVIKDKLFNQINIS
#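 Material: human Csn5 produced in HEK293T cells; Input: enzyme 0.24 nM; Reagent: SCFSkp2-Nedd8OG substrate at 10 nM final; Dosing: 12.5 µM compound; Incubation: 90 min reaction at room temperature; Detection: fluorescence polarization of the substrate; Evaluation: % inhibition of substrate cleavage by Csn5; Control set: substrate-only high control, full reaction low control.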
# eLon inh = inhibitors of E. coli Lon protease, primary screen, biochemical, fluorescence polarization | P0A9M0 | purified E. coli Lon protease | inhibition, % at 7.94 µM | actives 0.42% (n = 360,000) | AID 602123, 2011; in the data active = inhibition above about 13%, passing the limit was not always enough;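 also: 0% = enzyme with probe and DMSO and 100% = no enzyme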
# Rin1-Abl PPI inh = inhibitors of Rin1-Abl protein binding, primary screen, biochemical, TR-FRET. Tyrosine-protein kinase ABL1 (Homo sapiens) + Ras and Rab interactor 1 (Homo sapiens), …. inhibition, % at 7.35 µM. actives 0.4% (n = 360,000); in the data active = inhibition above about 5%, passing the limit was not always enough
# FAS-TE inh = FAS thioesterase domain inhibitors, primary screen, biochemical, fluorescence intensity, uHTS; Fatty acid synthase (Homo sapiens), P49327; recombinant FAS-TE, OMFH fluorogenic substrate, fluorescence endpoint; inhibition, % at 15 µM; actives 0.67% (n = 360,000); AID 602261, 2012;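 active = compounds whose normalised, plate-corrected inhibition of enzyme fluorescence in the single-dose primary screen is 50% or more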;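 also: 0% = DMSO with enzyme and 100% = substrate without enzyme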
# PABP1 MLLE inh = inhibitors of PABP1 MLLE–PAM2 peptide binding, primary screen, biochemical, fluorescence polarization, FITC-PAM2, GST-MLLE; inhibition, % at 20 µM; Polyadenylate-binding protein 1 (Homo sapiens), P11940; actives 0.36% (n = 360,000); AID 588489, 2011; in the data active = inhibition above about 35%, passing the limit was not always enough;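 also: plate controls were DMSO wells with GST-MLLE for no effect and wells lacking GST-MLLE protein for full effect; some results filed as inactive read as strong as hits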
# MsrA act = bovine MsrA enzyme activators, primary screen, biochemical, absorbance, HTS; purified bovine MsrA, absorbance read-out; activation, % at 10.6 µM; actives 0.3% (n = 360,000); in the data active = activation above about 7.5%;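 also: 0% = vehicle and 100% = reference activator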
# MsrA inhibitor = bovine MsrA enzyme inhibitors, primary screen, biochemical, absorbance, HTS | purified bovine MsrA, absorbance read-out | inhibition, % at 15.5 µM | actives 0.75% (n = 360,000) | Methionine sulfoxide reductase A (Bos taurus); in the data active = inhibition above about 4.5%;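 also: 0% = vehicle wells with enzyme and 100% = reference inhibitor wells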
# MT1-MMP act inh = blockers of MT1-MMP proenzyme processing, primary screen, HT1080 RFP-PRO-GFP cells, GFP/RFP fluorescence | Matrix metalloproteinase-14 (Homo sapiens), P50281 | GFP/RFP ratio fluorescence, overnight; percent of plate control window, DMSO zero | GFP/RFP ratio change, % at 20 µM | actives 0.061% (n = 360,000) | AID 651647, 2012;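 active = GFP/RFP ratio change of at least 30% with cell ATP level not reduced by more than half and red fluorescence within 50% of control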; also: strong numbers were not always called active
#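 Assay system: HT1080 cells carrying an RFP-PRO-GFP reporter | Dosing: Single dose of 20 µM compound, 1% DMSO final | Incubation: Cells overnight before dosing, compound overnight, 37 °C, 5% CO2 | Evaluation: GFP/RFP fluorescence ratio | Control set: DMSO and RFP-L50D-GFP cell wells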
# Rpn11 block = Rpn11 (PSMD14) deubiquitinase inhibitors, primary screen, biochemical, fluorescence polarization, uHTS; 26S proteasome non-ATPase regulatory subunit 14 (Homo sapiens), O00487; human 26S proteasome, Ub4-pepOG fluorescence polarization; 20S core pre-blocked with epoxomicin; calls only at 20 µM; actives 0.59% (n = 360,000);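 active = inhibition at 20 µM, scaled to each plate's controls, above about 33%, limit read from the data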
# Target sequence (O00487 whole entry, looked up): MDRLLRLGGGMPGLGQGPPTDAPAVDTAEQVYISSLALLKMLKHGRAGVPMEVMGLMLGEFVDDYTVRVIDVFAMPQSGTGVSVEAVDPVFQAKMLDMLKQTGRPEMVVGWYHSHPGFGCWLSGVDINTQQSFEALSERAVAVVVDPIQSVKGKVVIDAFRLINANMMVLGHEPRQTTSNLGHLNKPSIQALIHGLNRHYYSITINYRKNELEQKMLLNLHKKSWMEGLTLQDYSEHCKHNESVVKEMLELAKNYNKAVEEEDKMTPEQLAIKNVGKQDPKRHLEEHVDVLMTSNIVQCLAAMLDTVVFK
# The depositor's hits bear a star; i = inactive; nt = not tested or not shown; + = active, no number.
SMILES,CSN inh,eLon inh,Rin1-Abl PPI inh,FAS-TE inh,PABP1 MLLE inh,MsrA act,MsrA inhibitor,MT1-MMP act inh,Rpn11 block
CNC(=S)NN=C(C)CCCC(C)=NNC(=S)NC,-4,9,1,-7,-16,-2,0.9,2,i
Cc1ccc2cc3cc(C(=O)NCCCN4CC(C)CC(C)C4)oc3nc2c1 (configuration not stated),-1,14,-9,-4,-11,-1,3.1,7,i
O=C(CS(=O)(=O)Cc1ccccc1)N1CCc2ccccc21,-2,7,-3,2,2,-1,-0.2,-3,i
Cc1sc2nc(SCC(=O)c3cc(C)n(CC4CCCO4)c3C)n(C(C)C)c(=O)c2c1C (configuration not stated),-3,2,2,18,-25,2,-0.2,-1,+
CN1CCC(=C(c2ccccc2)c2ccc(Br)cc2)CC1,-1,2,1,9,-5,-1,-0.3,-16,i
COc1ccc(CC(=O)Nc2ccc(/C(C)=N\NC(=O)c3ccc(Br)o3)cc2)cc1,4,-5,-2,-6,18,-6,-0.9,0,i
CCOC(=O)N1CCN(c2cc(C)c([N+](=O)[O-])cc2F)CC1,-10,3,-4,12,4,-2,0.9,2,i
COc1cccc(CN(C)C(=O)CCNC(=O)c2ccc(Br)cc2)c1,-3,-1,-4,2,9,-6,0.7,-2,i
CCn1c(N2CCN(C(=O)NC3CCCCC3)CC2)nc2ccccc21,0,-5,2,0,-3,2,-0.1,6,i
Cc1cccc(Cc2c(C)nc3c(C(=O)NCc4ccco4)cnn3c2C)c1,4,-5,0,25,0,1,-1.0,-5,i
O=C(c1cccc(S(=O)(=O)N2CCc3ccccc32)c1)N1CCCC(C(F)(F)F)C1 (configuration not stated),-4,-6,1,14,-2,-3,-1.0,5,i
Cc1ccc(NC(=O)COC(=O)Cc2csc(-c3ccc(Cl)cc3)n2)cc1C,-5,-3,-5,2,-9,-4,-0.3,-1,i
Cc1cc(C(=O)OCC(=O)Nc2ccccc2Cl)c(C)o1,-1,-3,1,8,7,-2,0.2,-1,i
CCOC(=O)c1nnn(-c2nonc2N)c1COc1ccccc1,1,-4,0,-2,-11,-9,2.6,-3,i
Cc1[nH]nc2c1/C(=N/O)CC(c1ccccc1)C2 (configuration not stated),-7,5,-2,-11,4,-2,1.0,-2,i

# Taken from above:
# Entry for `Cc1cccc(Cc2c(C)nc3c(C(=O)NCc4ccco4)cnn3c2C)c1` under MsrA inhibitor: -1.0
# Entry for `CCn1c(N2CCN(C(=O)NC3CCCCC3)CC2)nc2ccccc21` under MsrA inhibitor: -0.1
# Entry for `Cc1sc2nc(SCC(=O)c3cc(C)n(CC4CCCO4)c3C)n(C(C)C)c(=O)c2c1C` (configuration not stated) under CSN inh: -3

# The results go on:
SMILES,CSN inh,eLon inh,Rin1-Abl PPI inh,FAS-TE inh,PABP1 MLLE inh,MsrA act,MsrA inhibitor,MT1-MMP act inh,Rpn11 block
COc1cc(C(=O)Nc2ccc(Cl)c([N+](=O)[O-])c2)cc(OC)c1OC,-17,5,1,9,11,-3,-0.2,19,i
C/C(CC(=O)Nc1ccc2c(c1)OCCO2)=N\NC(=O)COc1cccc(C)c1,-1,-6,-1,-1,15,0,2.4,-3,i
Cc1ccc(C(CC(=O)NCCCN(C)C)c2ccc(OC(C)C)cc2)cc1 (configuration not stated),-1,-7,1,-6,1,-6,-0.3,-6,i
CC(=O)Nc1ccc(S(=O)(=O)NCc2ccc(C(=O)NCCN(C)Cc3ccccc3)cc2)cc1,-2,-3,-1,-8,-4,-5,-0.4,-1,i
COc1ccc(-c2cc3cc(OC)c(OC)cc3c(C)n2)cc1,2,-11,-6,11,-7,-2,0.3,1,i
CC(C(=O)Nc1ccccc1C(=O)N1CCOCC1)N(c1ccc(Cl)cc1)S(C)(=O)=O (configuration not stated),0,-10,2,-5,3,-5,-1.1,-2,i
CCNc1nnc(SCC(=O)N2c3ccccc3NC(=O)CC2C)s1 (configuration not stated),0,-5,-1,-4,26,1,-0.9,-2,i
O=C([C@@H]1CCCN1C(=O)c1cccs1)N1CCN(S(=O)(=O)c2cccc(F)c2)CC1,0,-7,2,1,-3,-3,-0.5,-2,i
CC1(C)N=C(N)N=C(N)N1c1ccc(OCCCOc2ccccc2)c(Cl)c1,2,-2,2,-15,-6,5,0.7,-5,i
O=C(NCc1ccco1)Nc1ccc(OC(F)(F)F)cc1,-3,-3,0,5,8,0,0.3,8,i
COc1cccc(C2=CC(=O)CC(C)(C)C2)c1,-1,-1,1,-7,2,-1,-0.2,-5,i
COc1ccccc1-n1nc(C)c(-c2ccccc2)c1N,3,-7,2,-7,8,-1,1.3,1,i
CC1(C)NC(=O)N(CC(=O)OCC(=O)N2CCN(S(=O)(=O)c3ccccc3)CC2)C1=O,2,-6,0,-7,12,-2,2.6,0,i
O=S(=O)(c1ccccc1)c1nc(Nc2cccc(O)c2)sc1Cl,-8,-5,1,8,-1,-3,1.1,-4,i
COc1ccc([C@H]2CC(=O)C=C(c3cc(C)ccc3F)C2)cc1,-3,1,2,27,-5,-3,-0.1,2,i

# Brought forward from above: two entries, then new ones.
SMILES,CSN inh,eLon inh,Rin1-Abl PPI inh,FAS-TE inh,PABP1 MLLE inh,MsrA act,MsrA inhibitor,MT1-MMP act inh,Rpn11 block
O=S(=O)(c1ccccc1)c1nc(Nc2cccc(O)c2)sc1Cl,-8,-5,1,8,-1,-3,1.1,-4,i
COc1ccc([C@H]2CC(=O)C=C(c3cc(C)ccc3F)C2)cc1,-3,1,2,27,-5,-3,-0.1,2,i
Cc1cc(C)c(OCCN(C)C)c(Cl)c1,-9,-1,-3,-6,1,-2,-0.6,0,i
COc1ccc(C2C(C#N)=C(N)Oc3cccc(O)c32)cc1 (configuration not stated),2,-11,-1,24,-2,-3,0.7,-13,i
Cc1ccccc1CSCCNC(=O)CCSc1ccccc1,0,6,-3,14,-2,-12,0.7,-5,i
CN[C@H](C)C(=O)NC[C@H]1O[C@@H](n2cnc3c(N)ncnc32)[C@H](O)[C@@H]1O,-4,-10,-7,-7,4,-5,nt,1,i
O=C(C1CC(=O)N(c2ccc3c(c2)OCCO3)C1)N1CCN(Cc2ccccc2F)CC1 (configuration not stated),-3,-4,2,-6,-22,1,-0.6,-2,i
O=C(/C=C/c1ccc([N+](=O)[O-])cc1)NCc1ccc2c(c1)OCO2,1,-3,-1,16,-1,-3,2.1,-1,i
COc1ccc(CCN2CC34C=CC(O3)C(C(=O)NCc3ccccc3Cl)C4C2=O)cc1OC (configuration not stated),0,6,2,-4,-3,-11,-0.3,9,i
Cc1ccc(CNC(=O)C2C3C=CC4(CN(Cc5cccnc5)C(=O)C24)O3)cc1 (configuration not stated),-8,10,-1,-8,3,-2,-1.3,0,i
CCN(CC)CCOC(=O)c1ccccc1Br,-5,-9,3,-1,-1,-11,1.7,2,i
Cc1ccnc2nc(C(=O)N3CCN(S(=O)(=O)c4ccccc4)CC3)nn12,2,-2,8,-8,-1,-13,0.0,3,i
O=C(NCC1CC1)c1cc([N+](=O)[O-])cc([N+](=O)[O-])c1,-1,0,-1,-1,-7,4,8.5*,4,i
Nc1nc(-c2ccccc2)c(CC(=O)O)s1,24,-6,1,-3,-7,1,0.0,2,i
Cc1ccc(-c2cc(C(=O)NCCN3CCOCC3)c3ccccc3n2)o1,2,13,0,-4,23,-4,-0.3,-2,i
O=C(c1cc(=O)c2cc(Cl)ccc2o1)N1CCN(Cc2ccccc2)CC1,2,-11,0,0,-3,0,0.7,3,i
O=C(OCc1ccccc1)N1CCC2CC1c1cc(N3CCN(S(=O)(=O)c4cccc5ccccc45)CC3)ccc12 (configuration not stated),-5,-5,3,23,-17,-2,-0.3,5,i
c1ccc2nc(N3CCOCC3)cnc2c1,-2,-8,-2,-6,14,-1,2.3,2,i
CCN1C[C@@H]2[C@@H]3C(=O)N(C)C(=O)[C@@H]3[C@](C)(C1=O)N2C(=O)c1ccc(F)cc1,1,1,0,-8,-4,-1,-0.9,-3,i
O=C(O)C1Cc2[nH]cnc2C(c2cccc([N+](=O)[O-])c2)N1 (configuration not stated),2,1,-1,-4,10,-2,1.1,-3,i
CC1CCN(C(=O)COc2ccc(Nc3ccccc3)cc2)CC1,1,4,-4,5,0,-6,0.2,-1,i
Cc1ccc(-c2[nH]ncc2/C=N/n2c(C)nc3ccccc3c2=O)cc1,10,10,2,0,16,-13,-1.5,-5,i
O=C(OCc1ccccc1)N1CCC2CC1c1cc(-c3ccccc3)ccc12 (configuration not stated),2,-7,0,19,8,0,-1.4,-3,i
O=C(O)/C(=C\c1ccccc1OC(F)F)Sc1nnc(-c2ccc(F)cc2)o1,-4,2,1,13,15,-4,1.3,4,i
CCOC(=O)c1c(C)[nH]c(C(=O)COC(=O)c2ccc(N3CCCC3=O)cc2)c1C,0,-3,0,-8,-1,-5,-1.1,2,i
Cc1c(CCC(=O)O)c(=O)oc2cc(OCc3ccc(Br)cc3)ccc12,3,3,-4,13,-1,-3,0.2,2,i
CCNC(=O)C1(C)CCN(C(=O)c2cccc(OC(F)(F)F)c2)C1 (configuration not stated),-1,-10,4,-6,20,-3,-0.2,4,i
COc1cccc(-c2c(C(=O)N/N=C(\C)COc3ccccc3)nnn2-c2nonc2N)c1,0,4,-1,5,-9,-5,-0.6,1,i
C[C@H](CO)N1C[C@H](C)[C@@H](CN(C)C(=O)Nc2ccccc2)Oc2c(NS(=O)(=O)c3ccc(F)cc3)cccc2C1=O,-3,4,2,-3,-8,-10,1.4,6,i
Cc1cc(=O)[nH]c2ccc(Cc3ccccc3)cc12,-1,-12,2,-2,-3,-2,1.9,13,i
CCOc1ccc(NC(=NCc2ccc3c(c2)OCO3)SC2CC(=O)N(c3ccc(C(=O)O)cc3)C2=O)cc1 (configuration not stated),7,2,-3,0,-1,-5,0.1,1,i
COc1ccc(C2=NC(C)(C)Cc3cc(OC)c(OC)cc32)cc1,0,4,-1,-6,-3,-1,1.8,-1,i
O=C(Nc1ccccc1C(F)(F)F)NC1CCCCC1,2,-6,-5,-7,5,-12,-1.0,2,i
CCc1ccc(Oc2ncnc(N)c2[N+](=O)[O-])cc1,-10,-1,0,4,5,-2,1.4,-5,i
COc1ccc(OC)c(NS(=O)(=O)c2ccc3c(c2)CCC(=O)N3)c1,-5,11,-1,-12,-4,-3,-0.5,-1,i
COCC(=O)N(C)C[C@@H]1Oc2cc(-c3ccc(F)cc3)ccc2S(=O)(=O)N([C@H](C)CO)C[C@H]1C,1,7,0,-4,-8,3,-1.5,1,i
COc1cc(C(C(=O)NCc2ccccc2)N(C(=O)c2snc(C(N)=O)c2N)C2CCCC2)cc(OC)c1OC (configuration not stated),3,3,0,3,-14,0,0.7,2,i
CN(CCCC(=O)NCc1ccco1)S(=O)(=O)c1ccccc1,-2,1,0,-4,-1,-12,-0.8,4,i
CCOc1ccc(CN2CCNC(=O)C2CC(=O)NCCc2cnccn2)cc1 (configuration not stated),-2,6,-5,-5,7,-2,0.1,-2,i

# Screening results: PubChem BioAssay, several laboratories
